High-throughput results deposited in PubChem by NCI.
All columns: NCI-60 one-dose screen, growth in % after 48 h at 10 µM unless noted; 100 = growth as untreated, 0 = no growth, -100 = all killed.
UO-31: UO-31 renal cancer. actives 5.2% (n = 81,000). AID 1794768
U251: U251 CNS tumor cells. actives 5.4% (n = 80,000). AID 1794753
CAKI-1: CAKI-1 renal cancer; actives 4.7% (n = 75,000); AID 1794772
SN12C: SN12C renal cancer cells; actives 3.8% (n = 81,000)
TK-10: TK-10 renal cancer cells; actives 3.9% (n = 81,000)
786-0: 786-0 renal cancer cells | actives 5.1% (n = 81,000) | AID 1794775
ACHN: ACHN renal cancer; AID 1794771; actives 4.9% (n = 81,000)
RXF 393: RXF 393 renal cancer cells | actives 6.9% (n = 77,000) | AID 1794773
A498: A498 renal cancer cells. actives 5.4% (n = 76,000). AID 1794774
* marks the source's active call; other numbers are inactive results; . = not tested or not shown; [ ] = dose if it differs, or a comment. How the source made its calls: active means growth percent below 10; inactive means the rest.

SMILES | UO-31 | U251 | CAKI-1 | SN12C | TK-10 | 786-0 | ACHN | RXF 393 | A498
CCn1cc(-c2ccnc(NCCNS(=O)(=O)c3ccccc3)c2)c(-c2cccc(OC)c2)n1 | 68 | 91 | 75 | 84 | 111 | 89 | 87 | 113 | 82
Cn1cc(C2=C(Cl)C(=O)CO2)c2ccccc21 | 85 | 99 | 87 | 99 | 118 | 91 | 103 | . | 92
C#CCOc1ccc2ncnc(NCc3cccc(NC(=O)CCl)c3)c2c1 | 85[8.25 µM] | -19*[8.25 µM] | 73[8.25 µM] | 26[8.25 µM] | 74[8.25 µM] | 39[8.25 µM] | 40[8.25 µM] | 42[8.25 µM] | 78[8.25 µM]
C(=Nc1ccccc1)c1ccccc1 | 91 | 88 | 95 | 99 | 96 | 96 | 103 | 114 | 98
Oc1ccc2ccccc2c1/C=N\Nc1ccccn1 | -25* | 21 | -26* | 22 | 58 | -29* | 6.6* | 18 | .
O=C(CSc1ccc(-c2ccccc2)nn1)Nc1ccccc1 | 76 | 113 | 94 | 100 | 106 | 103 | 95 | . | 112
N#Cc1c(-c2ccc(F)cc2)nc(N/N=C/c2c[nH]c3ccccc23)nc1N1CCOCC1 | 34 | 32 | . | 82 | 90 | -24* | 43 | -34* | 26
COc1cc([C@H](C)c2ccc3ccccc3c2)cc(OC)c1OC | 42 | 20 | . | 48 | 61 | 40 | 35 | -11* | 13
CCC1(CC)SCCNC1=O | 85 | 106 | 106 | 109 | 106 | 105 | 96 | 111 | 95
CN(C)c1ccc(/C=N/NC(=O)c2ccc(NC(=O)c3ccccn3)cc2)cc1 | 91 | 103 | 99 | 107 | 85 | 89 | 105 | 111 | 96
CCCCC(CC)C/C=C(/C)OC(C)=O (stereo not drawn) | 96 | . | 94 | 100 | 107 | 98 | 95 | 105 | 102
CCCCC(CC)C(=O)OC(C)C(=O)Nc1ccccc1 (stereo not drawn) | 75 | 96 | 99 | 98 | 98 | 105 | 102 | 116 | .
C/C(CC(C)(C)C)=N/O | 75 | 98 | 97 | 99 | 96 | 94 | 98 | 104 | .
O=C1Nc2ccccc2C1=NC1CCCCC1 | 55 | 101 | 79 | 107 | 107 | 94 | 98 | 107 | 109
CCOP(=O)(OCC)OC[C@]12CC[C@@H](C)[C@H](C)C1C1=CC[C@@H]3[C@@]4(C)CCCNC(C)(C)[C@@H]4CC[C@@]3(C)[C@]1(C)CC2 (stereo partly drawn) | 21 | -59* | 13 | 40 | 61 | 15 | 34 | 17 | 66
COc1ccc(C2=NN(c3nc(-c4ccc(OC)cc4)c(C#N)c(=O)n3C)C(=O)CC2)cc1 | 86 | 100 | 96 | 89 | 107 | 109 | 101 | 98 | 116
CCNc1nc(-c2ccc(Cl)c(OC)c2)c(-c2ccnc(NCCCNS(=O)(=O)c3ccc(Cl)cc3)n2)s1 | 65 | 52 | 59 | 66 | 44 | 54 | 74 | 70 | 67
c1cnc2nc(CSc3nnc4ccccn34)oc2c1 | 84 | 102 | 91 | 99 | 95 | 99 | 100 | 108 | 90
CN(c1ccc(Br)cc1)S(=O)(=O)c1ccc(-c2cnc(C3CC3)o2)cc1 | 44 | 23 | 37 | 30 | 88 | 53 | 39 | 6.2* | .
Cc1cccc(N)c1O | 86 | 99 | 94 | 95 | 169 | 107 | 90 | 122 | .
CN1C(=O)C(=Cc2cn(Cc3cccc4ccccc34)c3ccccc23)C(=O)N(C)C1=O | 70 | 87 | 83 | 88 | 78 | 104 | 92 | 82 | .
O=C1c2c(c3c4cccnc4[nH]c3c3[nH]c4ccccc4c23)C(=O)N1O | 67 | 77 | 64 | 82 | 137 | 83 | 73 | 86 | 85
NS(=O)(=O)c1ccc(-n2nc(-c3ccc(Cl)cc3)c3ccccc3c2=O)cc1 | 53 | 103 | 96 | 93 | 152 | 93 | 95 | 99 | 123
COc1ccc(-n2nc3c(c2-c2ccccc2)-c2oncc2CC3)cc1 | 77 | 81 | 88 | 89 | 115 | 93 | 83 | . | 93
Clc1ccc(-c2nnc(COc3ccc(C4=NNC(c5ccco5)C4)cc3)o2)cc1 (stereo not drawn) | 67 | . | 86 | 86 | 83 | 89 | 95 | 92 | 84
Cc1ccc(S(=O)(=O)NC(=O)N2CCCC2)cc1 | 87 | 99 | 114 | 109 | 98 | 103 | 98 | 115 | 123
Nn1c(NN=Cc2cc(-c3ccccc3)cs2)n[nH]c1=S | 71 | 111 | 68 | 95 | 135 | 100 | 92 | 93 | 88
CCCCC(=O)Nc1nc2ccc(SCCC)cc2s1 | 37 | 40 | . | 50 | . | 65 | 75 | 46 | 9.3*
Cc1[nH]n(C(=O)c2ccncc2)c(=O)c1N=Nc1ccc(F)c(Cl)c1 | 87 | 112 | 63 | 102 | 134 | 93 | 110 | . | 102
CCN(CC)CCOC(=O)C1c2ccccc2Oc2ccccc21 | 90 | . | 89 | 102 | 114 | 97 | 111 | 117 | 92
CCOC(=O)c1c(SC)n[nH]c1N | 83 | 106 | 93 | 98 | 100 | 100 | 96 | 103 | 115
CC(=O)N1N=C(c2ccc(-n3ccc(C(F)(F)F)n3)cc2)CC1c1ccc[nH]1 (stereo not drawn) | 97 | 92 | 96 | 103 | 103 | 99 | 102 | 109 | .
N#CC(=O)Nc1ccc(F)cc1 | 88 | 101 | 97 | 110 | 108 | 106 | 103 | 124 | 108
O=C1Nc2ccccc2C(c2c[nH]c3ccccc23)N1 (stereo not drawn) | 68 | 101 | 87 | 90 | 92 | 104 | 89 | 103 | 97
O=C(Nc1ccc(Cl)cc1)c1ccc2c(c1)NC(=O)[C@@H]1CCCN21 | 85 | 92 | . | 99 | 82 | 82 | 92 | 110 | 69
CCCn1cc2c(=O)nc3sc(Cc4ccc(F)cc4)c(C)n3c2n1 | 63 | 92 | 80 | 102 | 94 | 105 | 100 | 110 | 94
c1cncc(CSc2ncnc3nc[nH]c23)c1 | 87 | 116 | . | 95 | 103 | 102 | 101 | 113 | 97
CCCCNC(C(=O)c1ccccc1)c1ccc(OC)cc1 (stereo not drawn) | 76 | 91 | . | 98 | 96 | 101 | 107 | . | 95
COc1cc(/C=C2\N=C(c3ccccc3)N(c3ccc(-c4nc5ccc(C)cc5s4)cc3)C2=O)ccc1O | 71 | 91 | 92 | 91 | 123 | . | 104 | 106 | 96
c1ccc(C(c2ccccc2)c2cc(-c3cc(C(c4ccccc4)c4ccccc4)[nH]n3)n[nH]2)cc1 | 90 | 105 | 93 | 109 | 110 | 109 | 107 | 96 | 103
Cc1ccc([N+]2=NOC(=O)C2S(=O)(=O)Nc2nc(-c3ccc(Cl)cc3Cl)cs2)cc1 (stereo not drawn) | 65 | 96 | 91 | 100 | 100 | 93 | . | 98 | 94
Clc1ccc(-c2nc3c4c(-c5ccccc5)c(-c5ccccc5)oc4ncn3n2)cc1 | 82 | . | 95 | 102 | 103 | 104 | 98 | 108 | 97
Nc1nccc2c1ncn2C1OC(CO)C(O)C1O (stereo not drawn) | 83 | 100 | 99 | 99 | 101 | 110 | 94 | 117 | 118
Nc1nnc(SCC(=O)Nc2ccc3oc(=O)ccc3c2)s1 | 75 | 102 | . | 105 | 100 | 102 | 106 | 117 | 120
CCN(Cc1ccc(CN(CC)C(=O)c2c(-c3ccccc3)noc2C)cc1)C(=O)c1c(-c2ccccc2)noc1C | 62 | 81 | 48 | 87 | 104 | 84 | 86 | 91 | 74
O=C1O[C@H](CO)[C@@H]2[C@H]1[C@H]2C(=O)c1cccs1 | 83 | 103 | 69 | 100 | 118 | . | 104 | 103 | 75
CC(Sc1nc2ccccc2c(=O)n1C)C(=O)Nc1ccc(F)cc1 (stereo not drawn) | 66 | 85 | 72 | 83 | 92 | 91 | 83 | 95 | 39
Cc1csc(C)n1 | 85 | 103 | 96 | 97 | 104 | 104 | 105 | 104 | 98
CCOC(=O)c1nnn(-c2nonc2N)c1-c1ccc(OCC)cc1 | 84 | 103 | 105 | 110 | 97 | 105 | 105 | 88 | 92
COc1ccc(NC(=O)CSc2nc3ccccc3c(=O)n2CCc2ccccc2)cc1 | 90 | 71 | 87 | 79 | 109 | 95 | 93 | . | 101
O=C(CNc1nc(-c2ccc(Cl)cc2)cs1)Nc1ccc(-c2nc3ccccc3s2)cc1 | 75 | 92 | 94 | 101 | 67 | 109 | 105 | 106 | 102
C#Cc1ccc([N+](=O)[O-])cc1 | 93 | 100 | 99 | 99 | 106 | 98 | 110 | 115 | .
O=C(/C=C(O)/C=C/c1ccc(C(F)(F)F)cc1)/C=C/c1ccc(C(F)(F)F)cc1 | 84 | 95 | . | 100 | 111 | 108 | 112 | 108 | 94
O=C1c2cccc3c(NC4CCCCC4)ccc(c23)C(=O)N1c1cccc(-c2nn(-c3ccccc3)cc2-c2nc3ccccc3s2)c1 | 67 | 106 | 87 | 101 | 115 | 105 | 100 | 108 | 132
COc1cc(C2=Nc3c(N)nc(N)nc3NC(c3sc(Cl)nc3Cl)C2)cc(OC)c1OC (stereo not drawn) | 46 | 86 | 61 | 84 | 49 | 71 | 83 | 76 | 77
COc1ccc2c(c1)O/C(=C\c1ccc(O)cc1)C2=O | 77 | 93 | 91 | 98 | 101 | 92 | 103 | 109 | 99
C[C@H]1C=C(C[C@H](O)CCCCCCCCCC[C@@H](O)[C@H]2CCC(=O)O2)C(=O)O1 | 88 | 98 | . | 103 | 112 | 59 | 93 | 86 | 99
COc1cc(/C=C/C(=O)c2ccc(NC(=O)CSc3nnc(-c4cc(-c5ccccc5)nc5ccccc45)n3-c3ccccc3)cc2)cc(OC)c1OC | 88 | 94 | 72 | 84 | 109 | 95 | 79 | 94 | 88
Cc1cn(Cc2ccccc2Cn2cc(C)c(=O)[nH]c2=O)c(=O)[nH]c1=O | . | 125 | 107 | 115 | 117 | 98 | 168 | . | 100
Cc1nc2cc(Nc3nc(Nc4ccc(F)cc4)nc(-c4ccc(Cl)cc4)n3)ccc2n1Cc1ccccc1 | 44 | 70 | 90 | 77 | 112 | 91 | 72 | 69 | 70
Later entries:
SMILES | UO-31 | U251 | CAKI-1 | SN12C | TK-10 | 786-0 | ACHN | RXF 393 | A498
NCC(=O)NC(CO)C(=O)O (stereo not drawn) | . | 112 | 89 | 96 | 98 | 92 | 104 | 111 | 109
CC1(C)OC[C@H]([C@@H]2OC(=C(c3ccccc3)c3ccccc3)[C@@H]3OC(C)(C)O[C@H]23)O1 | 102 | 97 | 91 | 97 | 113 | 92 | 100 | . | .
COc1ccccc1S(=O)(=O)Nc1ccc2c(c1)CN(C)C(=O)N2 | 10 | 50 | 21 | 53 | 17 | 73 | 35 | 73 | -2.9*
O=C1NC(=O)/C(=C/c2ccc3nccc(-c4ccncc4)c3c2)S1 | -38* | -75* | -40* | -5.7* | -69* | -42* | -21* | -74* | -77*
O=C1c2ccccc2C(=O)c2c(OCCN3CCCCC3)cccc21 | 63 | 91 | . | 81 | 92 | 88 | 80 | 76 | 93
C[C@@H]1C(=O)O[C@H]2[C@H]1CC/C(CO)=C\CC[C@@]1(C)O[C@@H]21 | 89 | 98 | 102 | 102 | 109 | 102 | 109 | 110 | 107
CCCCCCCCCCCC(=O)N(CCO)C(=O)C[n+]1ccccc1 | 84 | 100 | . | 98 | 95 | 99 | 105 | 110 | 89
O=P(c1ccccc1)(c1ccccc1)C(O)c1cccs1 (stereo not drawn) | 92 | 105 | 94 | 111 | 113 | 102 | 109 | 83 | 99
COc1cccc(N2CCN(C3=C(Cl)C(=O)C(C)=C(C)C3=O)CC2)c1 | 82 | 99 | 88 | 106 | 124 | 113 | 105 | 161 | 109
O=C(CSc1nnc(-c2ccc(Cl)cc2)o1)Nc1ccc(C(=O)/C=C/c2ccc(Cl)cc2)cc1 | 69 | 104 | . | 96 | 118 | 100 | 114 | 99 | 95
CCN(CC)CCCC(C)Nc1ccnc2ccc(N(C)C)cc12 (stereo not drawn) | 84 | 103 | 94 | 101 | 100 | 108 | 105 | 96 | 73
CCN(CC)CCCNCc1cc(-c2ccccc2)nc2cc(Cl)ccc12 | 11 | 12 | 51 | 38 | 43 | -28* | 66 | 77 | 22
FC(F)(F)c1nn(-c2ccccc2)c2c1-c1cc3c(cc1CO2)OCO3 | 91 | 98 | 93 | 112 | 123 | 109 | 103 | 113 | 115

As a short view, part of the list above.
SMILES | UO-31 | U251 | CAKI-1 | SN12C | TK-10 | 786-0 | ACHN | RXF 393 | A498
NCC(=O)NC(CO)C(=O)O (stereo not drawn) | . | 112 | 89 | 96 | 98 | 92 | 104 | 111 | 109
CC1(C)OC[C@H]([C@@H]2OC(=C(c3ccccc3)c3ccccc3)[C@@H]3OC(C)(C)O[C@H]23)O1 | 102 | 97 | 91 | 97 | 113 | 92 | 100 | . | .
COc1ccccc1S(=O)(=O)Nc1ccc2c(c1)CN(C)C(=O)N2 | 10 | 50 | 21 | 53 | 17 | 73 | 35 | 73 | -2.9*
O=C1NC(=O)/C(=C/c2ccc3nccc(-c4ccncc4)c3c2)S1 | -38* | -75* | -40* | -5.7* | -69* | -42* | -21* | -74* | -77*
O=C1c2ccccc2C(=O)c2c(OCCN3CCCCC3)cccc21 | 63 | 91 | . | 81 | 92 | 88 | 80 | 76 | 93
C[C@@H]1C(=O)O[C@H]2[C@H]1CC/C(CO)=C\CC[C@@]1(C)O[C@@H]21 | 89 | 98 | 102 | 102 | 109 | 102 | 109 | 110 | 107
CCCCCCCCCCCC(=O)N(CCO)C(=O)C[n+]1ccccc1 | 84 | 100 | . | 98 | 95 | 99 | 105 | 110 | 89
O=P(c1ccccc1)(c1ccccc1)C(O)c1cccs1 (stereo not drawn) | 92 | 105 | 94 | 111 | 113 | 102 | 109 | 83 | 99
COc1cccc(N2CCN(C3=C(Cl)C(=O)C(C)=C(C)C3=O)CC2)c1 | 82 | 99 | 88 | 106 | 124 | 113 | 105 | 161 | 109
O=C(CSc1nnc(-c2ccc(Cl)cc2)o1)Nc1ccc(C(=O)/C=C/c2ccc(Cl)cc2)cc1 | 69 | 104 | . | 96 | 118 | 100 | 114 | 99 | 95
